TROY signal inh – inhibitors of TROY-driven NF-kB signaling, primary screen, Q293 LMP1-TROYcd cells, NF-kB luciferase, uHTS; AID 1347056, 2019; inhibition, % at 10 µM; Q293 LMP1-TROYcd NF-kB luciferase reporter, 4 h; 360,000 compounds, 0.98% hits;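 active = compounds whose plate-normalised and pattern-corrected inhibition of the luciferase reporter signal at the single screening dose is 50% or more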
LRH-1 inv ag – LRH-1 (NR5A2) inverse agonists, primary screen, cell-based, luminescence, HEK293T, StAR-luciferase reporter; LRH-1 transfected, 24 h; inhibition, % at 3.6 µM; 360,000 compounds, 0.13% hits; AID 602396, 2012;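 active = inhibition above the mean inhibition of all tested compounds plus 3 SD, cut at about 73% in these data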;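 also: 0% = DMSO wells and 100% = reporter-only cells lacking LRH-1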
Shn3 inh set2 – reduction of Shn3 3'UTR firefly luciferase signal, primary screen, Schnurri-3 inhibitor project, cell-based, Clone20 osteoblasts, set 2; 360,000 compounds, 0.52% hits; inhibition, % at 12.5 µM; Clone20 osteoblast Shn3 3'UTR firefly luciferase, 24 h;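 active = mean inhibition of at least 75% with every replicate also reaching 75%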;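 also: 0% = median of neutral control wells and 100% = pilot-screen positive control compound; some compounds past the cut are filed as inactive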
EBV LMP1 NFkB – EBV LMP1-driven NF-kappaB luciferase reporter inhibitors, primary screen, cell-based, luminescence, single point. LMP1-induced NF-kappaB luciferase reporter cells. inhibition, % at 12.5 µM. 350,000 compounds, 0.69% hits. AID 504558, 2011; in the data active = inhibition above about 41%;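 also: 0% = neutral control wells and 100% = reference inhibitor control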
KKLEB cytotox – cytotoxicity in KKLEB CF airway cells, primary screen, cytotoxicity control for CF NF-kB inhibitor project, cell-based, uHTS, fluorescence assay plates; KKLEB CF airway cells viability, ATPlite luminescence, overnight; hits give low values; cells stimulated with P. aeruginosa culture filtrate; activity change (cytotoxicity), % at 5 µM; 360,000 compounds, 0.36% hits; AID 602141, 2011;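 active = corrected activity change at or below -50% at 5 µM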
SRC1 inh – SRC1 coactivator transcriptional activity inhibitors, primary screen, cell-based, luminescence; HEK293 GAL4-SRC1 luciferase reporter; Nuclear receptor coactivator 1 (Homo sapiens), Q15788; inhibition, % at 3.6 µM; AID 588354, 2011; 360,000 compounds, 0.12% hits;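 active = inhibition above the campaign mean plus 3 SD, with each screening campaign given its own cutoff, cut at about 60% in these data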;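 also: 0% = DMSO treated cells and 100% = gossypol at 36 µM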
TWEAK Fn14 block – inhibitors of TWEAK-Fn14 signaling, primary screen, luciferase reporter cells, uHTS. 360,000 compounds, 2% hits. TWEAK-stimulated Fn14 reporter cells, luciferase luminescence, 8 h. AID 1159606, 2016. inhibition, % at 10 µM; in the data active = inhibition above about 50%
TRAIL sens C8 – viability loss with TRAIL in NB7+C8 cells, primary screen, TRAIL sensitizer project, cell-based, ATPlite luminescence. inhibition (viability loss, TRAIL sensitization), % at 10 µM. 360,000 compounds, 1% hits. AID 624354, 2012;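 active = compounds causing at least 50% loss of cell viability in the single-dose screen, relative to plate controls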
NCOA3 inh – SRC3 coactivator transcriptional activity inhibitors, primary screen, cell-based, luminescence; Nuclear receptor coactivator 3 (Homo sapiens), Q9Y6Q9; HEK293 GAL4-SRC3 luciferase reporter; inhibition, % at 3.6 µM; 360,000 compounds, 0.17% hits; AID 588352, 2011;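 active = inhibition above a per-campaign cutoff, the mean of all compounds plus 3 SD, cut at about 60% in these data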;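 also: 0% = DMSO-treated cells and 100% = gossypol-treated cells at 36 µM; higher means less SRC3-driven luciferase light from the GAL4 reporter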
Target sequence (Q9Y6Q9 whole entry, looked up, the tested form may be a part): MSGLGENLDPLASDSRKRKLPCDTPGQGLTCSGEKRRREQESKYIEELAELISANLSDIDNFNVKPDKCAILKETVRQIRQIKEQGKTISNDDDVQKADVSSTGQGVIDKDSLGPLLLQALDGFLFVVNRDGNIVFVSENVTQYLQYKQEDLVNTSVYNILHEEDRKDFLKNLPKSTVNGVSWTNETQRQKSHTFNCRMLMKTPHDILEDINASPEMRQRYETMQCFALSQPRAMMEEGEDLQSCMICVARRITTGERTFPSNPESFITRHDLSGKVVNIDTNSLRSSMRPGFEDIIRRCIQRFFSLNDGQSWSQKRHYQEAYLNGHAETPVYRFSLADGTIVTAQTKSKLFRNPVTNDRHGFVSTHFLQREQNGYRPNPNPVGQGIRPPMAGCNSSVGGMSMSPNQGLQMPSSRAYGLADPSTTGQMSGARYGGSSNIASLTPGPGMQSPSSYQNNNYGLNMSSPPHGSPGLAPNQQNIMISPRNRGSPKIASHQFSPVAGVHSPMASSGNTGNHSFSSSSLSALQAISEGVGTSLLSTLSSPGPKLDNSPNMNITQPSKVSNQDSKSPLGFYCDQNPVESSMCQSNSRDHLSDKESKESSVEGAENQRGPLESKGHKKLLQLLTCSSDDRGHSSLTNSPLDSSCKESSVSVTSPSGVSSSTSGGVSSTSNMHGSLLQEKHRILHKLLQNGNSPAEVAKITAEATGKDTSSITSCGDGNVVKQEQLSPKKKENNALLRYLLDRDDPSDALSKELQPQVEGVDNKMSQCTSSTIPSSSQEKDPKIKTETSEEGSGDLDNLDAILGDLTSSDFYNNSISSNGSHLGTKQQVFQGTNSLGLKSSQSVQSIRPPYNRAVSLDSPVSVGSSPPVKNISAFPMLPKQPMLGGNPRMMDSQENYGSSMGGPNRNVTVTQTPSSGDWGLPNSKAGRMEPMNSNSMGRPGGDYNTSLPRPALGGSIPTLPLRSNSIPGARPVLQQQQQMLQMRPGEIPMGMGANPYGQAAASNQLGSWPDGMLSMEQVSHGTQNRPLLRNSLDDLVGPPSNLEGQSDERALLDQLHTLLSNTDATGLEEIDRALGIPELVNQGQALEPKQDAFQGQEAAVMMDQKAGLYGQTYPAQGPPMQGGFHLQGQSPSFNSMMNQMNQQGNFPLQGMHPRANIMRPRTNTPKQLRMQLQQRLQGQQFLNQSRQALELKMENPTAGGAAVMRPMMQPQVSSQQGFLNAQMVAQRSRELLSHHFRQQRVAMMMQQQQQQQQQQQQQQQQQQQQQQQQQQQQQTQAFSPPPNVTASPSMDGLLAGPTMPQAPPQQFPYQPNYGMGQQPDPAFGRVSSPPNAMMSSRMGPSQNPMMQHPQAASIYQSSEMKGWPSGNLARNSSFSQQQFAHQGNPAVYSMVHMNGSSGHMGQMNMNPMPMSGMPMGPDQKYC
CF NFkB inh – inhibitors of PAF-induced NF-kB signaling, primary screen, cell-based, GFP fluorescence, uHTS; inhibition, % at 5 µM; AID 588850, 2011; KKLEB NF-kB-GFP reporter, GFP fluorescence overnight; 360,000 compounds, 0.86% hits;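 active = at least 50% inhibition at 5 µM, scaled per plate between neutral and stimulator controls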;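 also: PAF is a Pseudomonas aeruginosa culture filtrate used as stimulus; plate controls were PAF-stimulated DMSO wells for no effect and unstimulated DMSO wells for full effect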
NR2F2 inh – NR2F2 transcriptional activity inhibitors, primary screen, cell-based, luciferase reporter, HEK293T, luminescence; COUP transcription factor 2 (Homo sapiens), P24468; HEK293T NGFI-A luciferase reporter; inhibition, % at 8.6 µM; 370,000 compounds, 0.7% hits; AID 686940, 2013;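 active = inhibition above a per-plate cutoff, mean inhibition of test wells between control levels plus 3 SD, cut at about 38% in these data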;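 also: cells cotransfected with COUP-TFII expression vector driving the NGFI-A reporter; 0% = median of COUP-TF2 test wells and 100% = reporter-only cells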
* hit, by the source's call; nt = not tested or not shown.

Under each structure – TROY signal inh	LRH-1 inv ag	Shn3 inh set2	EBV LMP1 NFkB	KKLEB cytotox	SRC1 inh	TWEAK Fn14 block	TRAIL sens C8	NCOA3 inh	CF NFkB inh	NR2F2 inh
1: CCOC(=O)C1=C(C)N(C)C(=S)NC1c1c(OCC)ccc2ccccc12 (stereo unspecified)
  -3	11	-16	-4	1	-4	15	22	7	-3	-12
2: Oc1ccc(-c2cn3ccccc3n2)cc1O
  -69	-119	6	8	-11	-65	2	26	-103	4	-56
3: O=C(CNS(=O)(=O)c1ccc(Br)cc1)N1CCOCC1
  14	4	12	-4	5	7	-1	-13	3	11	12
4: CC(C)(C)S(=O)N1Cc2cc(CO)cc(-c3ccccc3)c2[C@H]1CCO (stereo partly specified)
  6	-13	-8	-3	7	-18	15	-11	-14	2	18
5: CC(C)[C@H](NC(=O)C1CCN(S(=O)(=O)c2ccccc2)CC1)C(=O)NCc1ccc(F)cc1
  1	-14	0	-6	8	-4	-1	10	11	-22	23
6: CCSc1ncc(Cl)c(C(=O)Nc2ccc(S(N)(=O)=O)cc2)n1
  19	5	25	0	16	4	3	9	-19	-21	-5
7: CC(=O)c1c(C)n(-c2ccccc2Br)c2ccc(O)cc12
  10	-1	-1	3	1	12	36	1	23	41	4
8: COc1cnc(SC(C)C)[nH]c1=O
  -9	18	11	-14	-7	10	-3	-1	14	4	-1
9: COc1ccc(C2CC(C(F)(F)F)n3nc(C(=O)NCc4cn(C)nc4C)c(Cl)c3N2)cc1 (stereo unspecified)
  11	14	73	10	-1	11	-14	9	4	3	3
10: Cc1ccc(S(=O)(=O)N2CCOC23CCN(C(=O)c2ccc(Cl)cc2Cl)CC3)cc1
  21	-2	30	-15	-8	13	-8	6	3	-5	11
11: O=C(NCc1ccco1)C1CCN(S(=O)(=O)N2CCOCC2)CC1
  0	3	-13	-1	-2	-4	0	0	-14	0	-52
12: CC(C(=O)N1CCc2ccccc21)N1CCc2ccccc2C1 (stereo unspecified)
  -3	-14	10	-14	4	1	16	2	5	9	9
13: COCCNC(=S)NNC(=O)c1ccco1
  -5	-2	-16	4	11	-21	13	12	-13	1	-4
14: COc1ccc(CNCc2ccncc2)cc1OC
  -2	-5	19	1	10	-7	-1	20	-6	1	0
15: Cc1cc(NC(=O)CSc2cn(CCNC(=O)c3ccc(Cl)cc3)c3ccccc23)no1
  71*	-14	-40	-15	4	-3	67*	-5	2	-5	13
16: COc1cc(C(=O)OCc2cc(=O)n3ccsc3n2)ccc1OC(C)C
  11	-39	10	-3	2	-71	12	37	-69	38	-35
17: CC1(C)CC2(CCCN(C(=S)Nc3ccccc3)C2)CCO1 (stereo unspecified)
  0	-8	6	2	-9	0	-4	-4	-1	44	8
18: O=C(CSCc1ccccc1)Nc1cccc(C(=O)Nc2ccc(C(=O)O)cc2)c1
  13	-12	-27	-5	5	-23	-8	-5	-4	0	10
19: O=C(COC(=O)/C=C/c1cccc(Cl)c1)Nc1c(F)cccc1F
  -15	-38	-9	-1	-2	-11	9	-1	12	-22	-3
20: CC(C)Oc1ccc(S(=O)(=O)N2CCOCC2)cc1NC(=O)C1CSC2(C)CCC(=O)N12 (stereo unspecified)
  -22	-19	3	0	5	6	-10	-1	-7	6	-4
21: O=C(Nc1cccc2ccccc12)c1nn(C23CC4CC(CC(C4)C2)C3)cc1[N+](=O)[O-]
  -8	-2	6	10	-8	15	4	9	8	11	1
22: CCc1noc(C)c1C(=O)N1CCN(S(=O)(=O)c2ccc(C)cc2C)CC1
  -3	-9	-1	-4	4	-17	-9	12	5	10	1
23: Cc1ccc(CNC(=O)CCn2cc(-c3ccc(C)cc3)nc2-c2ccncc2)cc1
  -9	-14	-11	-5	-2	2	-2	1	7	2	12
24: CC1(C(=O)NCc2cccc3ccccc23)CCN1Cc1ccccc1OC(F)F (stereo unspecified)
  21	-21	38	nt	-12	7	0	14	-22	12	11
25: CC(C)CC(C(=O)N1CCOCC1)N1Cc2ccccc2C1=O (stereo unspecified)
  -3	-1	-16	-7	28	8	5	-3	4	4	-3
26: CCc1[nH]nc2c1C(c1ccc(C)o1)C(C#N)=C(N)O2 (stereo unspecified)
  -9	7	-1	5	-3	19	27	-16	15	10	10
27: CC(C)Cn1c2c(c(O)c(C(=O)Nc3nc4ccccc4s3)c1=O)CCCC2
  14	4	-6	7	-12	3	17	39	7	2	-25
28: COc1ccccc1-c1ccc2c(c1)C(C)(Cc1cccc(C#N)c1)C(=O)N2 (stereo unspecified)
  23	-6	2	nt	-4	7	-5	-6	-1	10	13
29: Cc1cc(-c2ccccc2)nc2oc3c(c12)NC(=O)CN(c1ccccc1)C3=O
  4	0	-5	-1	2	4	-10	2	15	-2	7
30: COc1cccc(CN2CCNC(=O)C2CC(=O)N2CCOc3ccccc3C2)c1OC (stereo unspecified)
  17	-4	4	-11	7	5	3	17	9	-4	13
31: CCOc1ccc(OCCOC(=O)CN(C)S(=O)(=O)c2ccc(NC(C)=O)cc2)cc1
  2	-16	-1	3	5	-3	-6	7	18	9	-20
32: Cc1nn2c(=O)cc(CSCC(=O)Nc3ccccc3Cl)nc2s1
  5	-17	0	1	-6	12	6	-5	-13	10	-16
33: CCc1ccc(OCc2nnc(SCC(=O)NCc3ccco3)o2)cc1
  12	-27	-4	-8	-14	-1	10	1	-13	-16	1
34: Cc1cccc(C)c1-n1nnnc1C(c1ccnc2ccccc12)N(Cc1ccccc1)Cc1ccccc1 (stereo unspecified)
  22	-9	nt	nt	nt	nt	21	30	nt	nt	6
35: CCOc1ccccc1NC1=NC2CS(=O)(=O)CC2S1 (stereo unspecified)
  -2	-22	nt	1	1	1	8	20	11	-14	-1
36: CCn1c(C(C)NC(=O)Cc2ccccc2)nc2ccccc21 (stereo unspecified)
  -4	-6	-9	-9	6	-9	10	1	16	0	9
37: CC(CNC(=O)C1CCCCC1C(=O)O)c1ccccc1 (stereo unspecified)
  8	7	-2	0	0	-28	19	12	-4	4	-6
38: Cn1c(-c2cccs2)nc2ccccc21
  -67	-95	-40	-11	15	-59	-13	16	-42	-1	-33
39: CCOC(=O)CSc1nnc(-c2ccccc2NC(=O)c2ccccc2)o1
  2	-12	0	-1	-2	-9	8	7	8	-22	9
40: CCOc1nc(Nc2ccc([N+](=O)[O-])cc2)nc(NC(C)(C)C)n1
  -11	10	-8	-2	0	8	0	-6	19	-7	6
41: CCOc1cc(C#N)c(NC(=O)c2cccnc2Cl)cc1OCC
  -18	15	8	3	-3	-8	-20	27	-1	7	-11
42: Cc1ccc(C(=O)CSc2nnnn2Cc2ccccc2)cc1C
  -34	-16	-8	-5	7	-12	-32	-9	7	-10	4
43: CN(C(=O)CSc1nnnn1-c1ccccc1)C1CCCCC1
  -16	-28	-17	-8	2	-76	-7	-14	-12	-2	-17
44: CNC(=O)COC(=O)c1ccc2c(c1)S(=O)(=O)c1ccccc1C2=O
  -16	-7	2	-7	-3	-9	-13	-1	-6	0	-16
45: CCc1ccc(C(=O)/C=C/Nc2ccc(S(=O)(=O)Nc3onc(C)c3C)cc2)cc1
  -22	-41	6	2	-2	-34	-4	2	-24	-3	-20
46: CCOC(=O)c1c(NC(=O)c2ccc(N3C(=O)[C@@H]4[C@H](C3=O)[C@H]3C=C[C@@H]4C3)cc2)sc2c1CC(C)CC2 (stereo partly specified)
  -5	-7	12	-4	3	9	-9	-8	7	19	1
47: COCc1ccc(-c2c(-c3cc(OC)cc(OC)c3)oc(=O)c3cc(OC)c(OC)cc23)cc1
  -48	-11	11	-1	15	-21	-5	6	-13	14	-31
48: CCOC(=O)C1(Cc2ccc(Cl)cc2)CCN(Cc2nccn2CC)CC1
  11	13	15	-1	3	2	-14	3	21	8	-2
49: CC(C)C[C@H](NC(=O)/C=C/[C@H]1O[C@@H](n2ccc(=O)[nH]c2=O)[C@H](O)[C@@H]1O)C(=O)O
  -6	8	11	nt	7	3	-1	-1	9	-17	11
50: O=C(Nc1ccccc1)OCc1cnc(Cl)s1
  -13	-21	7	-9	7	-2	-18	-9	6	-11	-5
51: Cc1cccc(-c2ncc(S(=O)(=O)C(C)(C)C)c(N)n2)c1
  -4	-40	-60	-22	-6	-80	-33	13	-44	-1	-28
52: O=C(c1cc(-c2ccc(F)cc2)on1)N1CCOCC1
  -3	-227	-93	-8	2	-94	32	8	-94	8	-45
53: CC[C@]1(C(=O)OC)[C@H]2C(=O)N(Cc3ccccc3)C(=O)[C@H]2[C@H]2CN=C(SCC3CC3)N21
  14	-13	-1	0	-13	-2	-4	-27	-16	6	-21
54: CC1=C(C(=O)N2CCCCCC2)CC(CC(=O)NC2CCCC2)C(=O)N1Cc1ccc(C(C)(C)C)cc1 (stereo unspecified)
  20	-21	nt	nt	nt	nt	3	-11	nt	nt	-2

Bioassay records from PubChem.

An excerpt, so the mix of outcomes need not match the whole.
